HP1b binding inh: inhibitors of HP1-beta chromodomain binding to methylated histone tails; 0.56% of 390,000 active; AlphaScreen HP1-beta / biotin-H3K9me3 peptide binding; P83916; Potency, µM (series often up to 114 µM), without a hit: top-dose activity change, negative = inhibition, most hits filed as inhibitors; also: potency is read from the fitted curve at half-maximal effect; nearly all actives have a fitted effect of over 70% in size; inactives centre near 23
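HP1-beta protein (50 nM final) preincubated 30 min at room temperature with biotinylated H3(1-18)K9me3 peptide (50 nM) in PBS pH 7.4, 0.01% Tween-20, then compound added for 30 min. AlphaScreen streptavidin donor/nickel chelate acceptor beads (10 ug/mL final), 30 min dark, luminescence read.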
USP1 inh: USP1/UAF1 (human) deubiquitinase inhibition; AID 743255; 0.23% of 390,000 active; recombinant USP1/UAF1, Ub-Rhodamine cleavage fluorescence; Potency, µM (top dose mostly 57.1 µM), without a hit: top-dose activity change, negative = inhibition, hits mostly inhibitors; also: potency is read from the fitted curve at half-maximal effect; % is scaled to controls: 0 for no effect and ±100 for the full control effect; nearly all actives have a fitted effect of over 60% in size; inactives centre near -12
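In this screen, compounds sit with the deubiquitinase complex (1nM) for 15 min at room temperature before Ub-Rho is added at 150nM final. Fluorescence rise is then followed for 6 reads every 60 seconds.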
IDH1 R132H inh: blocks human mutant IDH1 R132H enzyme | IDH1-R132H enzyme, NADPH consumption, diaphorase/resazurin fluorescence | 0.093% of 390,000 active | AID 602179 | O75874 | Potency, µM (series often up to 76.6 µM), for inactives: at the top dose activity change, negative = inhibition, most hits filed as inhibitors; also: potency is read from the fitted curve at half-maximal effect; % is scaled to controls: 0 for no effect and ±100 for the full control effect; nearly all actives have a fitted effect of over 65% in size
Target sequence (O75874 whole entry R132H, stated change not applied): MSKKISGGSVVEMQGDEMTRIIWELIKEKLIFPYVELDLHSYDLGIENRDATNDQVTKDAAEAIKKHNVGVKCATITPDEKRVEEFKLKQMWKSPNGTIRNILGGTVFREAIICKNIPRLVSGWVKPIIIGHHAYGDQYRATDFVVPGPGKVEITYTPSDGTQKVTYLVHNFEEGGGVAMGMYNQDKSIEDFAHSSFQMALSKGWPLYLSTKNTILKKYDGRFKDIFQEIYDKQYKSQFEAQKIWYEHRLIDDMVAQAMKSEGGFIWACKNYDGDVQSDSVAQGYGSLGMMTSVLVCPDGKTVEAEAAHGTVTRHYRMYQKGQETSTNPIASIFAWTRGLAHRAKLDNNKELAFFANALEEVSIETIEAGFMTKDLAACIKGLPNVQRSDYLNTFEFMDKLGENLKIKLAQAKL
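IDH1-R132H (0.5 ug/mL) preincubated 30 min with compound, then NADPH (0.016 mM) and alpha-KG (2 mM) added; 80 min at RT, pH 7.5. Remaining NADPH coupled via diaphorase/resazurin to fluorescence (540/590 nm); concentration-response curves normalized to no-enzyme control.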
GLS inhibitor: blocks human kidney-isoform glutaminase activity | GLS enzymatic activity, qHTS titration | Potency, µM (highest dose often 45.5 µM), for the others: at the highest dose activity change, negative = inhibition, most hits filed as inhibitors | 0.21% of 410,000 active; also: potency is read from the fitted curve at half-maximal effect; % is scaled to controls: 0 for no effect and ±100 for the full control effect
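Coupled fluorescence readout: glutamate oxidase/HRP/Amplex Red detect glutamate formed by hKGA from L-glutamine (1 mM solution added). Buffer 45 mM KH2PO4 pH 8.2, 0.02% Tween-20; reads at t0 and 30 min RT.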
PGK inhibitor: T. brucei PGK inhibition; P07378; PGK/GAPDH coupled, Kinase-Glo luminescence, 60 min; Potency, µM (highest dose often 57.5 µM), without a hit: at the top dose activity change, negative = inhibition, most hits filed as inhibitors; 0.043% of 380,000 active; also: potency is read from the fitted curve at half-maximal effect; % is scaled to controls: 0 for no effect and ±100 for the full control effect; nearly all actives have a fitted effect of over 60% in size
Target sequence (P07378 whole entry, looked up): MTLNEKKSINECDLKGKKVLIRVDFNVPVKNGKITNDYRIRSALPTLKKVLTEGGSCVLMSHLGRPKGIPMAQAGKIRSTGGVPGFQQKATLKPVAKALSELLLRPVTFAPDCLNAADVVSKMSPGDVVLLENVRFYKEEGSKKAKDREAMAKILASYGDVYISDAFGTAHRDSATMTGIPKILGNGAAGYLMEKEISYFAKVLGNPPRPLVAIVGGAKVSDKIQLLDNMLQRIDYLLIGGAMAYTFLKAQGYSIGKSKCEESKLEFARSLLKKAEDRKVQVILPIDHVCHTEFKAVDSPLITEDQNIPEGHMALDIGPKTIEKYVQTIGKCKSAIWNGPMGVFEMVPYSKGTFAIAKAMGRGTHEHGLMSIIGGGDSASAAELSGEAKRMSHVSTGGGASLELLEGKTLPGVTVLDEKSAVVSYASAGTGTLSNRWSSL
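Luminescent ATP detection (Kinase-Glo Plus) follows a 60-minute room-temperature incubation, with wells lacking PGK as controls. Buffer: 100 mM TEA (pH 7.6), 5 mM MgCl2, 0.01% Tween-20. Coupling enzyme GAPDH (100 nM final) supplies unstable 1,3-BPG in-well.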
Pin1 inhibitor: blocks the human prolyl isomerase Pin1. 0.009% of 390,000 active. Q13526. Potency, µM (titrated, usually from 115 µM), without a hit: at the highest dose activity, negative = inhibition, most hits filed as inhibitors. Pin1 FP peptide displacement, HiFluor488, 10 min; active = well fitted inhibition curve with a large enough effect in the polarisation, with a control signal flat, not every such curve was filed as active; inconclusive = small, poorly fitted or top-dose-only effect, or effect the other way, or a change in a side signal; inactive = no such curve, though single readings can be large or run the other way; the % refers to the polarisation; also: potency is read from the fitted curve at half-maximal effect; % is scaled to controls: 0 for no effect and ±100 for the full control effect
Target sequence (Q13526 whole entry, looked up): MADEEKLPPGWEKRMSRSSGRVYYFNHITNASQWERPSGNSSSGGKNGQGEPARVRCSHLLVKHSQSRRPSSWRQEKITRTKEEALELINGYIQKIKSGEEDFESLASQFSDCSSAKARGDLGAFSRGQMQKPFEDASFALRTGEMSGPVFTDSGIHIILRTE
TrxR1 substrate: rat thioredoxin reductase 1 substrate activity; O89049; purified TrxR1 substrate turnover, NADPH consumption readout; Potency, µM (top dose mostly 114 µM), without a hit: at the top dose activity change, negative = substrate turnover; 0.01% of 390,000 active; also: potency is read from the fitted curve at half-maximal effect; % is scaled to controls: 0 for no effect and ±100 for the full control effect; nearly all actives have a fitted effect of over 50% in size
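Rat TrxR1, dispensed at 90 nM, was prereduced with 400 uM NADPH (final) for 5 min at ~22 deg C, then incubated with compound 15 min before 400 uM selenite. A first-read NADPH fluorescence drop versus no-compound background flagged substrates.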
rTrxR1 inhibitor: rat TrxR1 inhibition; 1% of 390,000 active; Potency, µM (top dose mostly 114 µM), for inactives: at the top dose activity change, negative = inhibition, most hits filed as inhibitors; recombinant rTrxR1, NADPH fluorescence consumption, selenite substrate; O89049; AID 588453; also: potency is read from the fitted curve at half-maximal effect; % is scaled to controls: 0 for no effect and ±100 for the full control effect; nearly all actives have a fitted effect of over 65% in size
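Rat TrxR1 (90 nM in the dispensed reagent) was pre-reduced with 400 uM NADPH for 5 min at room temperature, then incubated with compound for 15 min. After 400 uM selenite was added, NADPH fluorescence (Ex 340/Em 450 nm) was followed for 8 min.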
PI4K2A block: inhibitors of human PI4K2A; purified PI4K2A, ADP-Glo luminescence, 1 h; active compounds read low; activity change, negative = inhibition, % at 76.9 µM; 0.13% of 420,000 active; in the data active = activity change below about -50%; inconclusive = mostly about -30% to -49%;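 also: -100% = wells without enzyme as full effect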
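Compounds are screened against recombinant PI4K2A using PI as substrate and ATP, the latter dispensed at 300 microM. Reactions run one hour at ambient temperature before ADP-Glo detection; full inhibition defined by wells lacking enzyme.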
* hit, by the source's call; i = inactive; ? = inconclusive; · = no result given; & = joins results of further samples; [ ] = dose if it differs, or a comment. Unless noted, calls follow the shape of the dose curve; as a rule, active = well fitted curve in the direction sought with a large enough effect; inconclusive = small, poorly fitted or top-dose-only effect, or another doubt; inactive = no such curve, though single readings can be large; an effect the other way counts as inactive or inconclusive. Only part of the results is shown; rates above refer to the full screens.

1) CC(=O)OC(CC(=O)O)C[N+](C)(C)C (stereo not drawn)
2) CN(C)Cc1c[nH]c2ccc([N+](=O)[O-])cc12
3) COc1ccc(CNC(=O)C(NC(C)=O)C(C)C)cc1OC (stereo not drawn)
4) COC(=O)C1=C(c2ccc(-c3ccccc3)c(F)c2)C[C@@H]2CC[C@H]1N2C(=O)NCCO
5) Cc1ccc(C)c(NC(=O)CSc2nnc([C@@H](N)Cc3c[nH]c4ccccc34)o2)c1
6) CCCC[N+]12C3C[C@H](C4[C@H](O)[C@]5(C[C@@H]41)c1ccccc1N(C)[C@@H]35)[C@H](CC)[C@H]2O (stereo partly drawn)
7) CC1(C(=O)O)CCCC2(C)c3cc(O)ccc3CCC12 (stereo not drawn)
8) COc1ccc(Cl)cc1C(=O)C1CCCN(Cc2cnc(C)s2)C1 (stereo not drawn)
9) O=C(c1cc(S(=O)(=O)N2CCCCC2)ccc1F)N1CCC2(CC1)OCCO2
10) CC(=O)Nc1nnc(S(N)(=O)=O)s1
assay / entry	1	2	3	4	5	6	7	8	9	10
HP1b binding inh	23%	10%	36%	95%[activator]	18%	42%[activator]	8%	29%	32%	29%
USP1 inh	-15%	?	-30%	-27%	-13%	-13%	4%	-11%	-21%	-9%
IDH1 R132H inh	-2%	6%	-8%	9%	-5%	-4%	2%	17%	-1%	-12%
GLS inhibitor	-1%	-7%	-8%	-3%	8%	18%	8%	5%	-7%	-2%&1%
PGK inhibitor	-1%	7%	4%	i	-4%	·	-5%	-1%	-8%[11.5 µM]	-5%
Pin1 inhibitor	0%	2%	-1%	-1%	4%	-3%	1%	-7%	-6%	0%
TrxR1 substrate	5%	-2%	4%	9%	-1%[57.1 µM]	1%	1%	-16%[11.4 µM]	0%	5%[57.1 µM]
rTrxR1 inhibitor	16%	4%	19%	28%	-5%[57.1 µM]	13%	24%	37%[11.4 µM]	8%	8%[57.1 µM]
PI4K2A block	-4	-9	1	1	-5	1	-7	6	2	1&3&-3

Profiles, looked up by structure:
Cc1ccc(C)c(NC(=O)CSc2nnc([C@@H](N)Cc3c[nH]c4ccccc34)o2)c1 is listed with HP1b binding inh = 18%; USP1 inh = -13%; IDH1 R132H inh = -5%; GLS inhibitor = 8%; PGK inhibitor = -4%; Pin1 inhibitor = 4%; TrxR1 substrate = -1%[57.1 µM]; rTrxR1 inhibitor = -5%[57.1 µM]; PI4K2A block = -5
O=C(c1cc(S(=O)(=O)N2CCCCC2)ccc1F)N1CCC2(CC1)OCCO2 is listed with HP1b binding inh = 32%; USP1 inh = -21%; IDH1 R132H inh = -1%; GLS inhibitor = -7%; PGK inhibitor = -8%[11.5 µM]; Pin1 inhibitor = -6%; TrxR1 substrate = 0%; rTrxR1 inhibitor = 8%; PI4K2A block = 2

(next part)
11) C=Cn1ccnc1P(=S)(c1cc(N(CC)CC)ns1)c1nccn1C=C
12) COc1cc2c(cc1C=O)OCO2
13) NC(=O)CSc1nnc([C@@H](N)Cc2c[nH]c3ccccc23)o1
14) Cc1cc(N2C(=O)C3CCCN3C2c2ccccc2)no1 (stereo not drawn)
15) N=C1c2ccccc2CN1NC(=O)c1ccc(Cl)cc1
16) Cc1ccccc1-c1ccc2n1Cc1cnnn1-c1ccccc1-2
17) COC(=O)C1=C(c2ccc(Cl)c(C(F)(F)F)c2)C[C@@H]2CC[C@H]1N2C(=O)NCCO
18) CCCCn1c(O)c(C(C)=NCc2ccc3c(c2)OCO3)c(=O)[nH]c1=O
19) CCCC(CCC)C(=O)OC[N+](C)(C)CCOC(=O)C(O)(c1ccccc1)C1CCCC1 (stereo not drawn)
20) CN1CCN(Cc2ccc(N)cc2)CC1
assay / entry	11	12	13	14	15	16	17	18	19	20
HP1b binding inh	17%	15%	25%	-25%	16%	?	33%	-9%	41%[activator]	37%
USP1 inh	-14%	0%	-14%	-8%	?	-21%	-27%	-17%	-20%	-22%
IDH1 R132H inh	2%	14%	1%	5%	3%	-1%	-10%	6%	-2%	-3%
GLS inhibitor	6%	0%	12%	-8%	34%[activator]	0%	-4%	-2%	0%	-1%
PGK inhibitor	·	7%	-4%	i	i	-11%	-5%	-2%	8%	-7%
Pin1 inhibitor	5%	6%	-4%	-10%	3%	2%	-3%	7%	6%	-2%
TrxR1 substrate	13%	5%[57.1 µM]	6%[57.1 µM]	5%	11%	39%[activator]	5%[57.1 µM]	9%[57.1 µM]	6%	-8%
rTrxR1 inhibitor	22%	-45%	0%[57.1 µM]	23%	24%	34%[activator]	9%[57.1 µM]	14%[57.1 µM]	18%	-7%
PI4K2A block	1	-13	3	-6	0	-3	-6	2	0	-14

21) O=C(O)C1C2CC3CC(C2)CC1(n1ncc(N2CCC4(CC2)OCCO4)c(Cl)c1=O)C3 (stereo not drawn)
22) CCNCCNc1ccc([N+](=O)[O-])c2cccnc12
23) COc1cc2c(cc1OC)[C@@H]1C(=O)c3ccc4c(c3O[C@@H]1CO2)C[C@H](C(C)C)O4
24) CC1=NN=C(c2ccc(N)cc2)c2cc3c(cc2C1)OCO3
25) O=C(N/N=C/c1c(O)n(C2CC2)c(=S)[nH]c1=O)c1ccccc1
26) COCCOC(=O)C1=C(C)OC(N)=C(C(=O)OC)C12C(=O)Nc1ccccc12 (stereo not drawn)
27) CCCCC/C=C\C/C=C\C/C=C\C/C=C\CCCC(=O)NCC(=O)O
28) COCCCn1c(N)c(C(=O)Nc2sc3c(c2C(=O)OC)CCCC3)c2nc3ccccc3nc21
29) O=[N+]([O-])c1ccc(Cl)cc1
30) CN=C1CN(O)C(c2ccccc2)=c2cc(Cl)ccc2=N1
assay / entry	21	22	23	24	25	26	27	28	29	30
HP1b binding inh	30%	16%	-6%	23%	48%[activator]	26%	·	-2%	43%[activator]	39%
USP1 inh	-17%	-25%	-8%	0%	-14%	-12%	·	-10%	-26%	-29%
IDH1 R132H inh	6%	6%	-5%	11%	-5%	3%	·	?	-8%	9%
GLS inhibitor	0%	2%	7%	5%	14%	0%	-2%[4 µM]	-2%	-1%	-11%
PGK inhibitor	i	-2%	-4%	7%	i	-8%	·	3%	4%	-3%
Pin1 inhibitor	-15%	19%	?	?	-6%	-1%	·	20%	-2%	14%
TrxR1 substrate	-11%	-6%	0%	3%[57.1 µM]	-14%	-6%	12%[57.1 µM]	-6%[57.1 µM]	6%	-6%
rTrxR1 inhibitor	-12%	4%	26%	?	-16%	-3%	?	24%	33%	5%
PI4K2A block	-2	15	-13	-3&-1	0	2	-26&1	1	0	-3

31) Cc1c(NC(=O)C(C)OC(=O)Cc2ccccc2)c(=O)n(-c2ccccc2)n1C (stereo not drawn)
32) CCOC(=O)C1(c2ccccc2)CCN(CC(=O)c2ccc(NC(C)=O)cc2)CC1
33) Cc1ccc(C(=O)NC(O)C(Cl)(Cl)Cl)cc1 (stereo not drawn)
34) Cc1ccsc1C(=O)C1CCCN(Cc2ccn[nH]2)C1 (stereo not drawn)
35) COc1ccc(NC(=O)c2cn(CCC#N)nc2-c2ccccc2)cc1
36) O=[N+]([O-])c1ccc(C(=Nc2ccccc2)N2CC2)cc1
37) COC(=O)C1=C(c2ccc(S(C)(=O)=O)cc2)C[C@@H]2CC[C@H]1N2C(=O)NCCO
38) CCC(C)n1c(O)c(C=Nc2cccc(C(F)(F)F)c2)c(=O)[nH]c1=S (stereo not drawn)
39) CC(C(=O)c1ccc(Cl)cc1Cl)n1cncn1 (stereo not drawn)
40) CN(C)CCN=Cc1c(O)n(CCC2=CCCCC2)c(=O)[nH]c1=O
41) O=c1c2ccccc2nc(CNCC2CCCO2)n1-c1ccc(F)cc1 (stereo not drawn)
assay / entry	31	32	33	34	35	36	37	38	39	40	41
HP1b binding inh	22%	24%	38%	11%	29%	?	32%	23%	65%[activator]	39%	33%
USP1 inh	-10%	7%	-13%	-12%	3%	-16%	-10%	?	-5%	-7%	-11%
IDH1 R132H inh	4%	-5%	-1%	-5%	-1%	9%	-9%	0%	1%	3%	-6%
GLS inhibitor	-12%	4%	12%	-1%	3%	2%	-1%	0%	-2%	3%	-12%
PGK inhibitor	-4%	6%	2%	-9%	0%	i	5%	-2%	·	4%	-3%
Pin1 inhibitor	2%	-1%	-8%	1%	-10%	-3%	-8%	40%[activator]	0%	0%	0%
TrxR1 substrate	2%	0%	-4%	3%	-1%	-5%	10%[57.1 µM]	-18%	-3%	-4%	-4%
rTrxR1 inhibitor	24%	?	2%	25%	40%[2.29 µM]	-5%	18%[57.1 µM]	-18%	0%	11%	-4%
PI4K2A block	6	-3	1	-2	2	-1	-1	-4	-3	-2	-1

Source: PubChem BioAssay
